Screening data deposited in PubChem BioAssay by Sanford-Burnham Center for Chemical Genomics.
SENP1 inh: blocks the human SENP1 SUMO protease catalytic domain; Q9P0U3; recombinant SENP1 catalytic domain, CyPet-SUMO1-YPet FRET cleavage; inhibition, % at 10 µM; 0.21% of 360,000 active; AID 624204;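 active = inhibition at least 30% at 10 µM, raw YFP signal under a set limit, fluorescence ratio 0.5 to 1.5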;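 note: 0% = enzyme with DMSO and 100% = no enzyme wells; some results filed as inactive read as strong as hits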
Target sequence (Q9P0U3 419-644 limits assumed): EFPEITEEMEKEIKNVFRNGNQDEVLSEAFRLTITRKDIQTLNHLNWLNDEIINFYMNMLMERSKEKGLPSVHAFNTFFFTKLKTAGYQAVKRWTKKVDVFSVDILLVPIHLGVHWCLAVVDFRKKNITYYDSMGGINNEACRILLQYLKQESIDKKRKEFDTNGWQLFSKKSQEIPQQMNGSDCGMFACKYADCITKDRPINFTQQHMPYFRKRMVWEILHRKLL
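Test system: recombinant human SENP1 catalytic domain, His6-tagged / Medium: pH 8 Tris buffer with EDTA, NaCl, BME, BSA, NP40, catalase / Also added: SUMO1 FRET substrate flanked by Cypet and Ypet, 25 nM / Times: 50 min reaction at room temperature / Signal: FRET, CFP and YFP emission / Control set: no-enzyme low control and enzyme-plus-DMSO high control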
SENP7 inh: inhibitors of human SENP7 protease. Q9BQF6. recombinant SENP7, Z-RLRGG-aminoluciferin luminescence, 40 min. inhibition, % at 5 µM. 1.5% of 330,000 active;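 active = inhibition above about 50% at the single test dose, limit read from the data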;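 note: plate controls were DMSO with enzyme for no effect and no enzyme buffer wells for full effect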
Target sequence (Q9BQF6 706-1050 limits assumed): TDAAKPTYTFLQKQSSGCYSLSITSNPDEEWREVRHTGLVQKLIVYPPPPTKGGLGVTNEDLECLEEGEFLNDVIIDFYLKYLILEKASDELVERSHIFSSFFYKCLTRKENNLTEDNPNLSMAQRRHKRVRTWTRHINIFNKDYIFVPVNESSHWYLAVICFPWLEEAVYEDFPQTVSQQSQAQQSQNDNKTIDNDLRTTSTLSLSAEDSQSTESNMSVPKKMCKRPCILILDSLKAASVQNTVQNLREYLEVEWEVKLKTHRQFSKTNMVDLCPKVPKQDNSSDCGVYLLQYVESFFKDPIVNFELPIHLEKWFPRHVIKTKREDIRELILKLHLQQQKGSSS
SENP8 block-1: blocks human SENP8 cleavage of Nedd8 substrate; Q96LD8; recombinant SENP8, Nedd8 substrate fluorescence; inhibition, % at 20 µM; 0.64% of 360,000 active; AID 602440; in the data active = inhibition mostly above about 40%, no sharp cut-off; inactive = mostly below about 27%
PfG6PD inh: PfG6PD (Plasmodium falciparum) enzyme inhibition; PfGluPho enzyme, NADPH resazurin-diaphorase fluorescence; inhibition, % at 20 µM; 0.78% of 350,000 active; AID 504690;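 active = inhibition reaching at least a set limit at 20 µM in the primary screen, cut at about 59% in these data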;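 note: 0% = DMSO wells with substrate and 100% = DMSO wells lacking glucose-6-phosphate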
SENP8 block-2: blocks the human protease SENP8; Q96LD8; purified SENP8, Z-RLRGG-aminoluciferin cleavage, luminescence; inhibition, % at 10 µM; 1.2% of 330,000 active; AID 2540; in the data active = inhibition above about 50%
Apaf-1 inh: blocks human Apaf-1 apoptosome activity; 0.71% of 330,000 active; inhibition, % at 20 µM; reconstituted apoptosome caspase-3 activity, DEVD-Rh110 fluorescence; active = inhibition of at least 40% at 20 µM;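 note: plate controls were DMSO wells for no effect and DEVD-CHO caspase inhibitor wells for full effect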
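System – cell-free apoptosome with Apaf-1, procaspase-3 and caspase-9 · Buffer or medium – pH 7.5 Hepes buffer with CHAPS, BSA, DTT · Also added – cytochrome c with DEVD-Rh110 · Times – 30 min compound preincubation, 50 min activation, room temperature · Technique – Rh110 fluorescence intensity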
SENP6 inh: SENP6 protease inhibition. Q9GZR1. Recombinant SENP6 catalytic domain, aminoluciferin luminescence. inhibition, % at 10 µM. 1.8% of 330,000 active. AID 2599;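 active = inhibition above about 50% at the single tested dose, limit read from the data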;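 note: plate controls were DMSO wells with enzyme for no effect and DMSO wells lacking enzyme for full effect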
HKDC1 inh: HKDC1 (human) hexokinase inhibition; recombinant HKDC1, G6PDH/diaphorase resazurin coupled fluorescence; inhibition, % at 20 µM; 0.16% of 340,000 active;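 active = inhibition above about 35% when tested at 20 µM, limit read from the data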;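 note: plate controls were DMSO wells with enzyme for no effect and DMSO wells lacking enzyme for full effect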
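test system = in-house recombinant HK5 (HKDC1) enzyme | amount = HKDC1 at 5 µg/mL | control set = DMSO-enzyme wells negative, buffer-substituted wells positive | compound = one dose of 20 µM, 1% DMSO | schedule = reaction time 90 min, room temperature, protected from light | technique = resorufin fluorescence at 613 nm | reagent = glucose with 1 mM ATP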
Numbers without * were called inactive.

The first 2 entries as a preview:
1. C[C@H](CO)N1C[C@H](C)[C@@H](CN(C)S(=O)(=O)c2ccccc2)Oc2ccc(NC(=O)CCN3CCOCC3)cc2C1=O
2. COc1ccc2[nH]c(C(=O)N3CCC(CO)(Cc4cccc(C(F)(F)F)c4)CC3)c(C)c2c1
assay / entry	1	2
SENP1 inh	-2	0
SENP7 inh	-6	-2
SENP8 block-1	0	-112
PfG6PD inh	-11	23
SENP8 block-2	7	3
Apaf-1 inh	0	28
SENP6 inh	-9	-17
HKDC1 inh	1	1

The whole of this part, from the first entry:
1. C[C@H](CO)N1C[C@H](C)[C@@H](CN(C)S(=O)(=O)c2ccccc2)Oc2ccc(NC(=O)CCN3CCOCC3)cc2C1=O
2. COc1ccc2[nH]c(C(=O)N3CCC(CO)(Cc4cccc(C(F)(F)F)c4)CC3)c(C)c2c1
3. O=C(c1ccc2c(c1)N(Cc1ccc(F)cc1)C(=O)c1ccccc1S2(=O)=O)N1CCN(c2ccccn2)CC1
4. O=C(CSc1nc2c(sc3ccccc32)c(=O)n1CCc1ccccc1)NCc1ccco1
5. C[C@H]1CN=C(N(C)C)N1CC1CCCC1
6. COc1cc(C(=O)NCCOc2cccc3cccnc23)cc(OC)c1OC
7. COc1cc(NC(=O)COC(=O)CC(C)(C)C)c(C)cc1[N+](=O)[O-]
8. CC(C)N(C(=O)COC(=O)c1cc(Cl)cc(Cl)c1N)C(C)C
assay / entry	1	2	3	4	5	6	7	8
SENP1 inh	-2	0	-1	-19	-2	-1	5	0
SENP7 inh	-6	-2	8	-3	-1	-2	-11	-1
SENP8 block-1	0	-112	15	-30	16	9	18	-284
PfG6PD inh	-11	23	-1	-12	-3	-25	10	-4
SENP8 block-2	7	3	-5	-7	7	-6	-12	1
Apaf-1 inh	0	28	17	3	1	-12	13	13
SENP6 inh	-9	-17	-12	-21	-1	7	-26	1
HKDC1 inh	1	1	14	-5	-6	-2	-5	1

9. Oc1ccccc1-c1nc(NC2CCCC2)c2ccccc2n1
10. O=C(CNS(=O)(=O)c1cccc(C(F)(F)F)c1)Nc1ccccc1F
11. O=C(O)CCc1nn2c3ccccc3n(CC(=O)O)c2nc1=O
12. Cc1cc(S(=O)(=O)Nc2c(NC3CCCCC3)c3ccccc3oc2=O)ccc1F
13. CC(CCc1ccccc1)NC(=O)c1ccccc1F (stereo not drawn)
14. O=C(Nc1ccc2c(c1)OCO2)N1CCC(CO)(CC2CCCCO2)CC1 (stereo not drawn)
15. C/C(=N/NC(=O)CSc1nc2ccccc2n1C)c1ccc(O)cc1
16. Cn1c(N)nc2nc(CCc3ccccc3)c(=O)[nH]c2c1=O
assay / entry	9	10	11	12	13	14	15	16
SENP1 inh	1	-7	-5	2	0	0	1	-29
SENP7 inh	1	-12	-2	-12	6	0	0	-10
SENP8 block-1	4	-1	-156	-55	8	0	1	-305
PfG6PD inh	10	-1	-1	-10	-3	36	8	0
SENP8 block-2	-1	0	-6	-6	14	-4	-2	-7
Apaf-1 inh	22	1	4	18	2	1	6	14
SENP6 inh	-19	-27	-13	12	23	4	-3	-4
HKDC1 inh	4	-4	3	6	0	8	-2	-4

Some of the entries so far, with values under each structure:
Values run as follows: SENP1 inh | SENP7 inh | SENP8 block-1 | PfG6PD inh | SENP8 block-2 | Apaf-1 inh | SENP6 inh | HKDC1 inh
10) O=C(CNS(=O)(=O)c1cccc(C(F)(F)F)c1)Nc1ccccc1F
    -7 | -12 | -1 | -1 | 0 | 1 | -27 | -4
11) O=C(O)CCc1nn2c3ccccc3n(CC(=O)O)c2nc1=O
    -5 | -2 | -156 | -1 | -6 | 4 | -13 | 3
12) Cc1cc(S(=O)(=O)Nc2c(NC3CCCCC3)c3ccccc3oc2=O)ccc1F
    2 | -12 | -55 | -10 | -6 | 18 | 12 | 6
13) CC(CCc1ccccc1)NC(=O)c1ccccc1F (stereo not drawn)
    0 | 6 | 8 | -3 | 14 | 2 | 23 | 0

The list goes on:
17. CCCCCCCC(=O)NNC(=O)CC(=O)Nc1ccccc1C(=O)O
18. CCOC(=O)N1CCC(N(CCN(C)C)C(=S)Nc2cccc(Cl)c2)CC1
19. S=C(NCCc1ccccc1)N/N=C/c1c(Cl)cccc1Cl
20. COc1ccc(CNC(=O)c2[nH]c(C)c(C(C)=O)c2C)cc1
21. Cc1ccccc1NC(=O)c1ccc(CN2CCc3ccccc3C2)cc1
22. O=C(O)CCC(=O)N1CCN(c2cccc(Cl)c2)CC1
23. CCS(=O)(=O)N1CCN(S(=O)(=O)c2ccc3c(c2)OCCO3)CC1
24. O=C1C[C@@H](c2ccc(O)cc2)Oc2cc(O)cc(O)c21
25. Nc1nnc(N)c2ccccc12
26. Cc1ccc2c(c1)c(CC(=O)Nc1ccc(F)cc1)c(C(=O)O)n2C
27. COc1ccc(/C(C)=N/NC(=O)c2cc(-c3cccnc3)nc3ccccc23)cc1
assay / entry	17	18	19	20	21	22	23	24	25	26	27
SENP1 inh	2	3	1	-5	-1	-1	-1	2	2	0	0
SENP7 inh	8	6	2	-1	8	6	6	-2	-5	3	-9
SENP8 block-1	11	15	24	-8	29	23	4	9	-256	9	0
PfG6PD inh	-25	22	6	-3	-5	4	-3	-1	12	-7	0
SENP8 block-2	1	-1	-1	1	4	4	3	9	-9	-2	-6
Apaf-1 inh	7	-19	11	8	12	-3	7	13	-4	-6	1
SENP6 inh	8	-3	-10	-12	-6	1	-15	9	-26	-20	-26
HKDC1 inh	0	8	8	-4	-6	0	-10	-1	-2	4	-12

Looked up above:
CC(C)N(C(=O)COC(=O)c1cc(Cl)cc(Cl)c1N)C(C)C in SENP1 inh = 0
O=C(O)CCC(=O)N1CCN(c2cccc(Cl)c2)CC1 in Apaf-1 inh = -3
